Assay outcomes from PubChem BioAssay.
Ecoli viability = E. coli V3065 growth inhibition, primary screen, counter-screen for AddAB inhibitor project, absorbance, OD600; 18 h; inhibition, % at 11.9 µM; 330,000 tested, 0.27% active; AID 449728, 2010;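 active = inhibition above the campaign's mean inhibition across all tested compounds plus 3 SD, cut at about 9.9% in these data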;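 also: uninfected addAB+ strain grown without phage in ampicillin broth; 0% = DMSO wells and 100% = ciprofloxacin 0.95 µg/ml wells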
SR-BI DiI-HDL act = activators of SR-BI mediated DiI-HDL uptake, primary screen, ldlA[mSR-BI] CHO cells, DiI fluorescence; activation, % at 12.5 µM; 3 h; 100 = double the neutral-control signal; 320,000 tested, 0.096% active;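 active = mean replicate activation of at least 60% and every replicate at or above 60%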;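 also: 0% = median plate neutral-control signal and 100% = twice that signal; values of inactives mirror those of a sister screen read the other way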
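Assay system: CHO ldlA[mSR-BI] cells, LDL receptor-null, SR-BI overexpressing; medium: Ham's F12 with 0.5% BSA, HEPES 25 mM, pH 7.4; also added: DiI-HDL 10 µg/mL; timing: 3 h uptake period with compound, 37 °C; signal: DiI fluorescence, bottom read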
Tat export inh = E. coli Tat export inhibitors, primary screen, MC4100, TorA-mCherry reporter, fluorescence, single point; inhibition, % at 10 µM; 340,000 tested, 0.036% active; AID 488895, 2010;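 active = mean replicate inhibition at least 50% and at least half of replicates individually reaching 50%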;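 also: exported cargo escapes ClpAP degradation while cytoplasmic cargo is degraded and loses fluorescence; 0% = median of neutral control wells and 100% = median of NaSCN control wells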
CAL PDZ FP-1 = CAL PDZ peptide-binding inhibitors, primary screen, biochemical, fluorescence polarization, Cer-tagged CAL PDZ, HTS; Golgi-associated PDZ and coiled-coil motif-containing protein (Homo sapiens), Q9HD26; purified CAL PDZ, TMR-peptide fluorescence polarization, 1 h; inhibition, % at 20 µM; 330,000 tested, 0.02% active; AID 504414, 2011;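 active = highest replicate inhibition of at least 40%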;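 also: plate controls were DMSO neutral control wells for no effect and unlabeled competitor peptide control wells for full effect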
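System: tagged CAL PDZ domain. Schedule: 1 h room-temperature incubation prior to read. Signal: fluorescence polarization (mP). Measure: percent inhibition from loss of millipolarization.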
Wnt bcat act = Wnt/beta-catenin pathway activators, primary screen, cell-based, plate reader, single point | Wnt/beta-catenin reporter cell assay, activator | activation, % at 9.35 µM | 300,000 tested, 1.2% active; in the data active = activation above about 30%, passing the limit was not always enough;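 also: 0% = neutral control wells and 100% = positive control wells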
AddAB inh = growth inhibition of E. coli expressing H. pylori AddAB, primary screen, AddAB inhibitor project, absorbance; inhibition, % at 11.9 µM; 330,000 tested, 0.29% active; AID 435030, 2010; in the data active = inhibition above about 12%;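 also: 0% = vehicle wells of infected cells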
MITF act = activators of MITF-driven TRPM1 promoter reporter, primary screen, cell-based, SK-MEL-5, luciferase, single point. AID 588334, 2011. SK-MEL-5 TRPM1-promoter luciferase, 24 h; % of positive control, neutral wells = 0. activation, % at 12.5 µM. 300,000 tested, 0.75% active;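 active = mean activation of at least 80% with every replicate also reaching 80%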;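 also: 0% = neutral control wells and 100% = parthenolide positive control wells; values of inactives mirror those of a sister screen read the other way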
SR-BI HDL uptake = inhibitors of SR-BI mediated HDL lipid uptake, primary screen, ldlA[mSR-BI] cells, fluorescence, single point | AID 488896, 2010 | 320,000 tested, 0.96% active | Scavenger receptor class B member 1 (Mus musculus), Q61009 | inhibition, % at 12.5 µM | ldlA[mSR-BI] CHO cells, DiI-HDL uptake fluorescence, 3 h;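 active = mean replicate inhibition of at least 70% and a set share of replicates each scoring 70 or more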;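 also: 0% = median of neutral control wells and 100% = median of positive control wells; values of inactives mirror those of a sister screen read the other way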
Target sequence (Q61009 whole entry, looked up): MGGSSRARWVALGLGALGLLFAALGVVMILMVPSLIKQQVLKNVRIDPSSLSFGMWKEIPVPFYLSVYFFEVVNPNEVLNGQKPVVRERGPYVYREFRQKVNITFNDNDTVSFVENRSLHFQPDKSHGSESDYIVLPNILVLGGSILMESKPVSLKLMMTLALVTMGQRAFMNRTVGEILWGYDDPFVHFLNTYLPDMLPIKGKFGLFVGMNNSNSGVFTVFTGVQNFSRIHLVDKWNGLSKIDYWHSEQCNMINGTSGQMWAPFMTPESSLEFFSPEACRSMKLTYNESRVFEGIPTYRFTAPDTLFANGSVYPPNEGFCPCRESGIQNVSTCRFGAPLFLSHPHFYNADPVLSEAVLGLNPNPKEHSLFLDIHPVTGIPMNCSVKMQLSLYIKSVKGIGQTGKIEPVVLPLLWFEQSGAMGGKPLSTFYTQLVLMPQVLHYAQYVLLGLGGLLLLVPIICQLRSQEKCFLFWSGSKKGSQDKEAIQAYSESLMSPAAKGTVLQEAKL
CAL PDZ FP-2 = untagged CAL PDZ binding inhibitors, primary screen, biochemical, fluorescence polarization, HTS. purified CAL PDZ, TMR-peptide fluorescence polarization, 1 h. AID 602252, 2012. 300,000 tested, 0.92% active. inhibition, % at 24.9 µM;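 active = mean inhibition of at least 30% with at least half of replicates also reaching 30%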;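 also: 0% = DMSO neutral control and 100% = excess unlabeled competitor peptide PRC23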
phage Ecoli inh = growth loss of phage-infected E. coli, primary screen, RecBCD inhibitor project, absorbance, with phage, HTS. 360,000 tested, 0.26% active. inhibition, % at 11.9 µM; in the data active = inhibition above about 11%
* = called active by the depositor; · = no result given.

smiles	Ecoli viability	SR-BI DiI-HDL act	Tat export inh	CAL PDZ FP-1	Wnt bcat act	AddAB inh	MITF act	SR-BI HDL uptake	CAL PDZ FP-2	phage Ecoli inh
O=C(CCCn1cnc2ccccc2c1=O)Nc1ccccc1F	0.5	-4	-6	-0.8	1	-1.9	-4	4	0	-0.6
O=S(=O)(Cc1ccccc1)Nc1cccc(F)c1	1.6	24	-2	-0.7	1	5.0	·	-24	-6	3.7
Cc1ccc(S(=O)(=O)Nc2ccc3c(c2)C(=O)N([C@H](C)CO)C[C@H](C)[C@@H](CN(C)C(=O)Nc2ccc4c(c2)OCO4)O3)cc1	-0.6	-3	1	-0.7	1	0.8	1	3	-4	2.8
CC(=O)C(Cc1ccccc1)NC(=O)CN1c2cccc3cccc(c23)S1(=O)=O (centres undefined)	-1.0	8	1	-0.9	-3	1.6	10	-8	-5	3.2
COc1ccc2[nH]c3c(=O)n(/N=C/c4ccc(OC)c(CN5CCCC5)c4)c(C)nc3c2c1	-0.6	-8	-1	1.4	7	3.6	8	8	-3	-3.1
COC(=O)c1c(NC(=O)C(C)C)sc2c1CCN(Cc1ccccc1)C2	-3.5	-35	0	-0.8	-1	-0.3	1	35	·	4.3
CC(CN1CCCCC1)C(=O)NNC(=O)C12CC3CC(CC(C3)C1)C2 (centres undefined)	2.4	26	-4	0.8	-1	2.5	3	-26	5	0.5
COc1cc2c(cc1NC(=O)CCCCCN1C(=O)CCC1=O)oc1ccccc12	-3.5	-85	8	-0.3	-5	-0.9	7	85*	-2	-0.2
O=C(O)COc1ccc(NC(=O)C(c2ccccc2)c2ccccc2)cc1	-0.6	8	-6	·	1	-1.1	-4	-8	-3	-1.2
Cc1cc(NC(=O)C(=O)c2c(C)[nH]c3ccccc23)no1	2.2	-11	5	-1.2	1	1.7	13	11	·	2.6
Cc1cccc(NC(=O)c2nc[nH]c2C(=O)N[C@@H](CCCCNC(=O)OC(C)(C)C)C(=O)OC(C)(C)C)c1	1.5	-10	14	0.5	-16	-0.4	-1	10	0	0.1
O=C1Nc2ccccc2/C1=C/c1cccnc1	-0.2	21	-3	-1.0	-2	2.2	-17	-21	-2	2.1
Cc1scc(C(=O)Nc2ccon2)c1-c1ccccc1	-1.8	9	3	·	17	-0.7	15	-9	6	4.8
O=C(CNC(=O)c1sc2ccccc2c1Cl)NCc1cccc(C(F)(F)F)c1	-0.2	-4	-1	-0.9	-3	1.9	0	4	-3	2.1
COC(=O)c1cn(CCC#N)nc1-c1ccc2ccccc2c1	-1.5	7	0	-2.9	0	1.6	·	-7	0	-0.5
O=C(NC1CC1)C1CCN(S(=O)(=O)c2cc(Cl)ccc2Cl)CC1	0.5	-18	-4	-0.5	-8	3.3	0	18	9	1.8
Cc1ccc(S(=O)(=O)NCC(=O)NC2CCCC2)cc1	·	14	2	-2.2	·	·	-7	-14	·	1.6
O=C(Cc1csc(Nc2nc(=S)[nH]c3ccccc23)n1)N1CCN(c2cccc(Cl)c2)CC1	-1.2	-9	-8	-1.1	-3	4.5	-76	9	54*	0.1
O=C(Nc1nc2c(s1)CCCC2)c1ccc2ncsc2c1	-0.3	-57	1	-2.5	42*	-0.9	·	57	·	3.9
Fc1ccc(NCc2cccnc2)cc1	1.3	27	3	-3.0	5	0.1	·	-27	-5	1.1

Going on with the list:
smiles	Ecoli viability	SR-BI DiI-HDL act	Tat export inh	CAL PDZ FP-1	Wnt bcat act	AddAB inh	MITF act	SR-BI HDL uptake	CAL PDZ FP-2	phage Ecoli inh
O=C(COC(=O)/C=C/c1cccc(C(F)(F)F)c1)NCCN1C(=O)CSC1=O	-1.9	7	6	-1.0	-3	0.4	-8	-7	·	2.3
CC(C)c1ccc(/C=N/NC(=O)C(=O)NCCCN2CCOCC2)cc1	0.1	3	7	-2.0	-2	0.2	-6	-3	-2	3.9
COC(=O)c1cnn(-c2cc(Oc3ccccc3)ncn2)c1N	0.8	4	-12	-0.8	·	0.6	59	-4	-3	2.7
Cc1cc(C)n2cc(CSCc3ccccc3)nc2n1	-0.3	-5	0	0.0	7	1.8	16	5	1	1.9
Cc1cccc(C(=O)Nc2cccc3cccnc23)c1	·	-8	-3	-1.6	10	·	·	8	-6	2.7
O=C(Nc1ccc(F)c(F)c1)C1CCCN1S(=O)(=O)c1ccc(F)cc1 (centres undefined)	0.3	35	5	-1.0	-1	1.0	-6	-35	-1	4.5
CC(C(=O)OCC(=O)c1ccc([N+](=O)[O-])cc1)N1C(=O)C2C3C=CC(C3)C2C1=O (centres undefined)	-0.2	30	4	-0.7	6	4.2	3	-30	-6	-0.6
Cc1ccc(S(=O)(=O)NCCC(=O)Nc2cc(F)ccc2C)cc1C	-1.3	·	2	-2.4	0	2.9	·	·	-2	3.4
Cc1ccc(N2CCN(S(=O)(=O)c3ccc4oc(=O)ccc4c3)CC2)c(C)c1	-0.8	·	-2	-0.1	-1	2.5	-10	·	0	0.6
O=C(O)c1ccccc1C(=O)NCCc1ccc(Cl)cc1	2.8	14	-15	-0.4	3	0.4	-5	-14	-7	1.3
O=C(NCc1cccs1)c1ccc2ccccc2n1	1.9	6	-8	-0.8	-2	2.4	14	-6	2	5.0
CCC(=O)NCc1cc(-c2nn(C)c(=O)c3ccccc23)ccc1C	-1.8	-5	6	·	-3	-2.5	·	5	-4	4.1
COc1cccc(CNC(=O)CCS(=O)(=O)c2ccc3c(c2)oc(=O)n3C)c1	-1.6	8	0	-3.6	-2	2.4	-5	-8	3	1.8
COc1ccc(C(C(=O)NC2CCCC2)N(CCC(C)C)C(=O)CCC(=O)Nc2cc(C)on2)cc1 (centres undefined)	0.4	10	-1	-0.9	0	1.1	2	-10	-6	-1.4
O=C(Nc1nccs1)c1cnccn1	-0.2	31	-6	-2.2	·	0.2	1	-31	·	3.8
CCCc1[nH]nc2c1C(c1cc(OC)ccc1F)C(C#N)=C(N)O2 (centres undefined)	0.6	11	8	0.2	-3	0.4	-3	-11	-1	-0.6
COc1ccc(S(=O)(=O)Nc2c(NC3CCCCC3)c3ccccc3oc2=O)cc1Cl	2.4	-2	-2	-1.4	0	4.9	-6	2	2	1.1
O=S(=O)(c1cccc2ccccc12)N1CCSC1	2.5	4	-6	-0.3	-1	-1.2	-1	-4	10	2.7
CN(Cc1ccccc1)C(=O)COC(=O)c1cc(=O)[nH]c2ccccc12	-1.6	-7	7	-0.9	1	0.9	7	7	·	-0.5
Cc1noc(C)c1COC(=O)COc1ccc(C#N)cc1	3.2	18	2	0.3	-2	0.4	6	-18	·	0.4

2 records picked at random from those above:
smiles	Ecoli viability	SR-BI DiI-HDL act	Tat export inh	CAL PDZ FP-1	Wnt bcat act	AddAB inh	MITF act	SR-BI HDL uptake	CAL PDZ FP-2	phage Ecoli inh
Cc1cccc(C(=O)Nc2cccc3cccnc23)c1	·	-8	-3	-1.6	10	·	·	8	-6	2.7
COc1ccc(C(C(=O)NC2CCCC2)N(CCC(C)C)C(=O)CCC(=O)Nc2cc(C)on2)cc1 (centres undefined)	0.4	10	-1	-0.9	0	1.1	2	-10	-6	-1.4

Later entries:
Every second line gives: Ecoli viability | SR-BI DiI-HDL act | Tat export inh | CAL PDZ FP-1 | Wnt bcat act | AddAB inh | MITF act | SR-BI HDL uptake | CAL PDZ FP-2 | phage Ecoli inh
COc1ccc(C2(C)NC(=O)N(CC(=O)Nc3ccc(S(=O)(=O)N4CCCC4)cc3)C2=O)cc1 (centres undefined)
    0.6 | -25 | 0 | -0.9 | -2 | 1.7 | -3 | 25 | 0 | 1.8
CS(=O)(=O)N1CCCC(C(=O)NCc2cccs2)C1 (centres undefined)
    1.2 | 7 | -4 | -0.4 | · | 2.6 | 7 | -7 | -3 | -2.0
O=C(Nc1ccc(Cl)cc1C(F)(F)F)C(Sc1nnc(-c2cccs2)o1)c1ccccc1 (centres undefined)
    -3.8 | -2 | 7 | -0.1 | 8 | 1.3 | -9 | 2 | -7 | 2.8
Cc1ccc2c(N)c(C(=O)c3ccccc3)sc2n1
    1.5 | -14 | 9 | 0.6 | 22 | 2.6 | 50 | 14 | -1 | 1.6

Whole records from above. Order of values: Ecoli viability | SR-BI DiI-HDL act | Tat export inh | CAL PDZ FP-1 | Wnt bcat act | AddAB inh | MITF act | SR-BI HDL uptake | CAL PDZ FP-2 | phage Ecoli inh
CC(=O)C(Cc1ccccc1)NC(=O)CN1c2cccc3cccc(c23)S1(=O)=O (centres undefined) across the screens: -1.0 | 8 | 1 | -0.9 | -3 | 1.6 | 10 | -8 | -5 | 3.2
Cc1ccc(S(=O)(=O)NCCC(=O)Nc2cc(F)ccc2C)cc1C across the screens: -1.3 | · | 2 | -2.4 | 0 | 2.9 | · | · | -2 | 3.4
